Screening data (PubChem)
GLP1R cytotox: qHTS of GLP-1 Receptor Inverse Agonists: Cytotox Screen. HEK293 cAMP-luciferase reporter cells, luminescence, 24 h. Potency, µM (doses to about 38.3 µM), for the others: top-dose activity change, negative = inhibition, actives largely listed as inhibitors. actives 0.13% (n = 410,000);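 further: loss of luciferase light is scored as toxicity; on the % scale 0 is the no-effect control and ±100 the full control effect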
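Cells in DMEM/10% Nu serum/1% pen-strep, 1536-well format. Pre-incubated 12 h, dosed with 23 nL compound, incubated a further 24 h. Luciferase detection, 12 min at room temp, luminescence.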
SW480 rereplic: A quantitative high throughput screen for small molecules that induce DNA re-replication in SW480 colon adenocarcinoma cells | SW480 DNA re-replication, Hoechst DNA content imaging, 48 h | AID 624297, 2012 | Potency, µM (doses to about 46.1 µM), for the others: at the top dose re-replication activation, most hits filed as activators | actives 1.8% (n = 340,000); further: % of control where 0% means no effect; nearly all actives have a fitted effect of over 55% in size
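Hoechst fluorescence of nuclei (405 nm excitation, 500-530 nm emission) measured by plate-scanning imager after 48 hr compound exposure at 37 C; re-replication scored as increased number of nuclei with elevated intensity.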
GLP-1R inv ag: qHTS of GLP-1 Receptor Inverse Agonists (Inhibition Mode); actives 1.6% (n = 410,000); Glucagon-like peptide 1 receptor (Homo sapiens), P43220; Potency, µM (series often up to 38.3 µM), for inactives: at the top dose activity change, negative = inhibition, hits mostly inhibitors; HEK293 GLP-1R CRE-luciferase, luminescence, 24 h; GLP-1R form is constitutively active; further: on the % scale 0 is the no-effect control and ±100 the full control effect; nearly all actives have a fitted effect of over 55% in size
Target sequence (P43220 whole entry, looked up): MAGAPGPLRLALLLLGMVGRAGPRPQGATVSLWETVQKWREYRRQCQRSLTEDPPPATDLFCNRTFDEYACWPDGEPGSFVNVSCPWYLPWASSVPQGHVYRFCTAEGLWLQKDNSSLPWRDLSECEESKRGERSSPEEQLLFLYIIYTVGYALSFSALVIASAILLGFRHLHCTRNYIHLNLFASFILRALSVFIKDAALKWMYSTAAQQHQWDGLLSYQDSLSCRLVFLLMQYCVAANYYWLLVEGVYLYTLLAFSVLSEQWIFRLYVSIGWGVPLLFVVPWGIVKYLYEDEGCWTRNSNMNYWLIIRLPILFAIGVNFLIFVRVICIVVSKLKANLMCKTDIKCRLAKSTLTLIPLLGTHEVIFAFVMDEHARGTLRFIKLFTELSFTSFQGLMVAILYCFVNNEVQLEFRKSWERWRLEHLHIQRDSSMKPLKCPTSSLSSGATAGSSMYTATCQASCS
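Inverse agonists were sought by their lowering of basal cAMP reporter luciferase output in HEK293 cells stably carrying constitutively active human GLP-1R, after 24 h compound treatment.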
GLP-1R agonist: qHTS of GLP-1 Receptor Agonists; HEK293 GLP-1R CRE-luciferase, luminescence, 4-6 h; cells express a hypersensitive GLP-1R form; Potency, µM (series often up to 45.6 µM), inactives show top-dose activation, usual class: activators; actives 0.007% (n = 380,000); further: % of control where 0% means no effect
HT1080NT lethal: qHTS for induction of synthetic lethality in tumor cells producing 2HG: qHTS for the HT-1080-NT fibrosarcoma cell line. HT-1080-NT fibrosarcoma viability, CellTiter-Glo ATP luminescence, 48 h. actives 1.6% (n = 360,000). Potency, µM (titrated, usually from 46.1 µM), inactives show top-dose activity, negative = less viability, actives largely listed as cytotoxic;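 further: NT is the 2HG producing partner of a matched IDH1 knockdown line; 0% = DMSO-treated cells and -100% = media-only wells without cells; nearly all actives have a fitted effect of over 55% in size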
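HT-1080-NT; 750 cells/well; 5% FBS RPMI; 48 h compound, 37 degrees C; CellTiter-Glo luminescence; curve fitting and curve-class assignment.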
TDP-43 yeast inh: qHTS of TDP-43 Inhibitors | actives 1.8% (n = 410,000) | TDP-43 expressing yeast growth rescue, BacTiter-Glo, 24 h | Potency, µM (doses to about 46.1 µM), inactives show at the highest dose growth rescue (activation), most hits filed as activators | AID 652104, 2013; further: % of control where 0% means no effect; nearly all actives have a fitted effect of over 50% in size
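Yeast expressing TDP-43 (pregrown in raffinose, seeded at OD600=0.02 in galactose medium) exposed to compounds 24 hr at 30 deg C. Growth read by BacTiter-Glo luminescence; rescue of toxicity appears as increased signal.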
KB-V1 MDR tox: qHTS assay for MDR1-selective chemotherapeutics: Primary screen using the drug-selected MDR subline cells KB-V1; Potency, µM (doses to about 46.1 µM), without a hit: top-dose activity change, negative = cytotoxicity, usual class: cytotoxic; AID 1347076, 2019; actives 3.4% (n = 400,000); KB-V1 MDR cells viability, CellTiter-Glo, 72 h; further: on the % scale 0 is the no-effect control and ±100 the full control effect; nearly all actives have a fitted effect of over 60% in size
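Cells of the MDR subline KB-V1 are plated, dosed with compound at multiple concentrations, and incubated 72 h at 37 degrees C; CellTiter-Glo is then added and luminescence read after 10 min.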
KB-3-1 tox: qHTS assay for MDR1-selective chemotherapeutics: Primary screen using the parental adenocarcinoma cell KB-3-1; Potency, µM (highest dose often 46.1 µM), for the others: top-dose activity change, negative = cytotoxic, most hits filed as cytotoxic; KB-3-1 viability, CellTiter-Glo ATP luminescence, 72 h; actives 1.4% (n = 400,000); AID 1347075, 2019; further: on the % scale 0 is the no-effect control and ±100 the full control effect; nearly all actives have a fitted effect of over 60% in size
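Cells are dispensed, compounds pinned in, plates held at 37 °C for 72 h, then CellTiter-Glo is added and luminescence read after 10 minutes. Cell line: parental KB-3-1 in phenol-red-free DMEM, 10% FBS.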
HT1080 IDH1KD tx: qHTS for induction of synthetic lethality in tumor cells producing 2HG: qHTS for the HT-1080-IDH1KD cell line. HT-1080 IDH1 knockdown viability, ATP luminescence, 48 h. Potency, µM (doses to about 46.1 µM), inactives show at the top dose activity, negative = toxicity, usual class: cytotoxic. actives 2% (n = 360,000). AID 686971, 2013;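 further: 0% = DMSO wells and -100% = cell-free medium wells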
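In this qHTS, HT-1080 cells depleted of IDH1 are exposed for 48 h at 37 °C to compound titrations. Toxicity is scored from CellTiter-Glo luminescence, with DMSO as full viability and medium alone as none.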
* hit, by the source's call; u = inconclusive; x = no result given; [ ] = dose if it differs, or a comment. The call rests on the fitted dose curve; in most records, active means well fitted curve in the direction sought with a large enough effect; inconclusive means small, poorly fitted or top-dose-only effect, or another doubt; inactive means no such curve, though single readings can be large; an effect the other way counts as inactive or inconclusive. Potency means the concentration at half of the fitted maximal effect.

Results follow in this order: GLP1R cytotox	SW480 rereplic	GLP-1R inv ag	GLP-1R agonist	HT1080NT lethal	TDP-43 yeast inh	KB-V1 MDR tox	KB-3-1 tox	HT1080 IDH1KD tx
> COc1cc(OC)cc(C(=O)NNc2nc3cc4c(cc3s2)OCO4)c1
→ -1.4%	1.3%	4.8%	-6.2%	7.0%	10µM*	10.2%	3.2%	0.9%
> CCOC(=O)c1cc2nc(-c3ccccc3)cc(C)n2n1
→ -15.4%	-62.4%[inhibitor]	12.4%	2.3%	0.1%	-13.0%	0.0%	-10.3%	-3.7%
> O=C(CSc1nc(-c2cccc(Cl)c2)nc2cc(=O)[nH]n12)Nc1ccccc1
→ 3.6%	x	-0.5%	x	x	6.3%	u	-9.2%	x
> COc1cc(/C=C/C(=O)OCC(=O)NC2CC2)cc(S(=O)(=O)N2CCc3ccccc32)c1OC
→ 3.3%	-5.9%	24.1%	13.2%	-5.7%	10.4%	-18.9%	-6.7%	-7.6%
> Cc1cc(NC(=O)c2cccc(COc3ccc(Br)cc3)c2)no1
→ -34.6%	-15.4%	1µM*	-2.7%	-23.6%	28.8%	-8.9%	-0.9%	-19.0%
> N#Cc1nc(Cc2ccccc2)oc1N1CCN(c2ccccc2)CC1
→ -28.6%	-4.7%	u	12.7%	0.0%	27.1%	-22.2%	-5.3%	-2.3%
> O=C(CSc1nnc(CNC(=O)c2c(F)cccc2Cl)o1)Nc1ccc2c(c1)OCO2
→ 11.7%	-1.5%	16.6%	6.4%	-0.6%	-17.1%	-0.7%	-2.2%	2.0%
> Cc1ccc(C)c(NC(=O)CSc2nnc([C@@H](N)Cc3ccccc3)o2)c1
→ -0.4%	0.4%	0.0%	-5.3%	-8.4%	0.0%	u	1.2%	2.3%
> CCc1ccc(OCc2ccc(C(=O)O)o2)cc1
→ 17.2%	-4.5%	3.98µM*	-5.8%	-4.4%	13.9%	13.2%	2.9%	-17.4%
> O=C(CP(=O)(c1ccccc1)c1ccccc1)N1CCOCC1
→ 1.4%	-11.3%	11.7%	5.5%	27.8%	-20.6%	-2.6%	3.8%	11.9%
> COc1ccc(NC(=O)CSc2nc3scc(C)c3c(=O)[nH]2)cc1
→ -15.5%	-5.2%	14.8%	11.3%	-20.0%	4.3%	-17.9%	-2.7%	-2.2%
> CCOC(=O)CC1CCCCN1C(=O)c1ccc2oc(CCc3ccccc3)nc2c1 (stereo not given)
→ -8.5%	-3.5%	u	10.5%	-13.0%	19.9%	-24.6%	-7.8%	-16.8%
> CCOC(=O)c1c(S(=O)(=O)N2CCc3ccccc32)c(C)n(C)c1C
→ -1.8%	26.8%	-14.8%	6.7%	-6.6%	16.0%	6.1%	1.1%	-4.1%
> Cc1[nH]n2c(=O)c(C#N)c(-c3ccccc3)nc2c1-c1ccccc1
→ -9.0%	-3.8%	u	-3.5%	8.0%	2.0%	12.1%	14.5%	10.0%
> CCCCN(CCCC)S(=O)(=O)c1ccc(NC(=O)CN2CCOCC2)cc1
→ -3.1%	-9.2%	u	0.8%	-0.6%[9.24 µM]	-16.7%	-10.8%	3.0%	-24.1%
> O=C(Cn1cnc2c(nnn2Cc2ccccc2)c1=O)NCC1CCCO1 (stereo not given)
→ 9.2%	-16.1%	14.1%	1.9%	-1.9%	0.0%	-4.5%	2.9%	3.2%
> CCOc1cc2[nH]c(=O)n(Cc3ccc(C(=O)NCCN(CC)CC)cc3)c(=O)c2cc1OCC
→ -5.1%	x	0.2%	x	x	25.5%[9.22 µM]	0.0%	1.6%	x
> O=C(Nc1ccc2c(c1)OCO2)c1ccc(N2C(=O)c3ccccc3C2=O)cc1
→ -12.3%	-14.2%	5.9%	4.4%	20.0%	0.0%	0.2%	1.9%	29.8%
> CCCCn1c(=O)[nH]c(=O)c2c1nc(-c1cc(Br)ccc1OC)n2C
→ -0.2%	-13.0%	8.4%	11.1%	1.8%	-5.7%	u	5.7%	1.9%
> COc1ccc(C2=NO[C@@H]3[C@@H]4C[C@@H]([C@H]5C(=O)N(C)C(=O)[C@@H]45)[C@H]23)cc1
→ -15.8%	3.0%	3.2%	1.5%	16.7%	10.1%	-1.3%	5.6%	16.2%

A draw from above in order of length of the SMILES, largest number first:
Results follow in this order: GLP1R cytotox	SW480 rereplic	GLP-1R inv ag	GLP-1R agonist	HT1080NT lethal	TDP-43 yeast inh	KB-V1 MDR tox	KB-3-1 tox	HT1080 IDH1KD tx
> CCOc1cc2[nH]c(=O)n(Cc3ccc(C(=O)NCCN(CC)CC)cc3)c(=O)c2cc1OCC
→ -5.1%	x	0.2%	x	x	25.5%[9.22 µM]	0.0%	1.6%	x
> COc1cc(OC)cc(C(=O)NNc2nc3cc4c(cc3s2)OCO4)c1
→ -1.4%	1.3%	4.8%	-6.2%	7.0%	10µM*	10.2%	3.2%	0.9%
> Cc1cc(NC(=O)c2cccc(COc3ccc(Br)cc3)c2)no1
→ -34.6%	-15.4%	1µM*	-2.7%	-23.6%	28.8%	-8.9%	-0.9%	-19.0%

(continued)
Results follow in this order: GLP1R cytotox	SW480 rereplic	GLP-1R inv ag	GLP-1R agonist	HT1080NT lethal	TDP-43 yeast inh	KB-V1 MDR tox	KB-3-1 tox	HT1080 IDH1KD tx
> O=C(Nc1ccc(Cc2ccncc2)cc1)c1ccco1
→ -0.1%	0.0%	18.8%	2.8%	6.9%	-12.1%	-12.5%	-5.6%	3.5%
> CC(=O)N1CCN(CC(=O)NC(=O)Nc2ccc3c(c2)OCCO3)CC1
→ 11.9%	-2.1%	13.6%	-3.2%	9.5%	16.3%	6.5%	2.5%	10.4%
> CC(C)N(C(=O)[C@H]1CC(CC(=O)NCc2cccc(C(F)(F)F)c2)C(=O)N2CCc3c([nH]c4ccccc34)[C@]12C)C(C)C (stereo not given in full)
→ -23.6%	18.5%	u	1.1%	1.2%	u	0.0%	0.0%	1.6%
> O=C(O)C1Nc2c(Cl)cc(Cl)cc2C2C=CCC12 (stereo not given)
→ 1.5%	-0.3%	-3.8%	13.3%	-1.2%	8.5%	30.2%	9.4%	1.7%
> O=C(CSc1nnc(-c2cccnc2)n1-c1ccccc1)Nc1ccccc1
→ 0.4%	4.3%	0.0%	0.0%	-1.0%	-34.7%[inhibitor]	u	-8.8%	-4.0%
> CCC(C)[C@H](NC(=O)Nc1cccc(Cl)c1)C(=O)O (stereo not given in full)
→ -0.2%	0.2%	3.0%	0.2%	8.5%	3.3%	30.9%	12.9%	12.4%
> CC(C)OC(=O)c1ccc(NC(=O)C2C3CC4OC(=O)C2C4C3)cc1 (stereo not given)
→ 7.8%	0.2%	-7.9%	-4.5%	-2.8%	5.4%	15.3%	2.1%	-4.6%
> CN(C)S(=O)(=O)c1ccc(NC(=O)COC(=O)C2CC3CCCC(C2)C3=O)cc1 (stereo not given)
→ -8.6%	67.8%[1.84 µM]	7.8%	1.9%	-8.6%	-4.3%	5.5%	-0.4%	-6.3%
> Cc1ccc(-c2cc(N)n(-c3ccc(F)cc3)n2)cc1
→ -1.1%[0.307 µM]	1.7%	8.3%[0.307 µM]	8.9%	1.6%	25.1%	-1.1%	-4.7%	1.2%
> CC1CCN(C(=O)NC(=O)c2ccccc2)CC1
→ 0.0%	-6.9%	18.1%	-5.1%	-0.3%	-14.0%	0.0%	-4.0%	-1.1%
> COc1ccc(NC(=O)C(CC(C)C)NS(=O)(=O)c2ccc3c(c2)oc(=O)n3C)cc1Cl (stereo not given)
→ 11.6%	x	13.1%	x	x	-20.0%	7.7%	-10.9%	x
> O=C(Nc1ccc2c(c1)OCCO2)C(c1ccnc2ccccc12)N1CCC(Cc2ccccc2)CC1 (stereo not given)
→ -8.0%	x	u	-2.4%	-16.9%	14.5%	6.6%	-1.6%	-14.1%
> CCCSc1nnc(CSc2ncccn2)n1C
→ -9.6%[7.66 µM]	-0.4%	-0.1%[7.66 µM]	-0.8%	2.3%	11.3%	-2.3%	0.4%	1.8%
> Cc1c(C(=O)O)oc2ccc(S(=O)(=O)NCc3ccc4c(c3)OCO4)cc12
→ -7.7%	-6.4%	0.6%	-2.4%	4.6%	10.9%	-0.4%	2.1%	8.1%
> CCOC(=O)N1CCN(C(=O)CCCCCn2c(=S)[nH]c3ccsc3c2=O)CC1
→ -3.5%	3.4%	22.3%	4.0%	-5.5%	-13.7%	-26.5%	5.2%	2.4%
> O=C(Nc1nnc([C@H]2C[C@H](O)[C@@H](CO)O2)s1)NC1CCCCC1
→ -5.9%	x	20.4%	15.3%	18.5%	19.8%	3.1%	0.0%	8.6%
> Cc1cc(C(F)(F)F)nn1CC(=O)NCc1cccs1
→ 7.0%	-3.1%	-5.8%	-5.2%	-3.2%	-18.9%	-0.5%	11.1%	-1.9%
> Cc1ccc(C(c2nnnn2CC2CCCO2)N2CCN(C(=O)c3ccco3)CC2)cc1 (stereo not given)
→ -6.7%	-1.6%	7.6%	-1.6%	5.8%	10.9%	1.2%	7.9%	15.7%
> COc1ccccc1C(=O)NC(CCSC)C(=O)NNC(=O)C(C)Oc1ccccc1F (stereo not given)
→ -1.4%	-17.1%	-5.7%	5.7%	4.7%	17.4%	4.5%	-0.7%	-1.8%
> C=C(Br)Cn1c(CC(C)C)nc2ccccc21
→ 10.3%	0.0%	u	11.8%	1.3%	6.8%	-13.0%	-0.7%	0.7%
> COC(=O)c1sccc1-c1ccc(C(=O)Nc2cccc(Cl)c2)o1
→ 11.1%	5.7%	u	-0.6%	-6.0%	-3.5%	16.4µM*	-1.4%	-6.8%
> Cc1ccc(NC(=O)N2CCN(Cc3nc4ccc(C)cc4o3)CC2)cc1
→ -8.2%	x	-20.0%	x	x	16.9%	2.1%	1.5%	x
